Bioassay records as filed in PubChem.
zVAD death inh: L929 zVAD cell death inhibition; viability rescue, % at 10 µM; 220,000 compounds, 0.38% hits; L929 zVAD necroptosis rescue, ATP luminescence, 24 h; with zVAD 60 µM; AID 1377;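 active = activation, scaled between plate controls, above about 75%, limit read from the data; inactive = activation under that limit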;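 note: 0% = zVAD with DMSO and 100% = DMSO alone without zVAD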
Hck Nef HTS: inhibitors of human Hck kinase activated by Nef. Recombinant Hck-YEEI plus Nef, Z-Lyte FRET kinase assay. 220,000 compounds, 0.68% hits. inhibition, % at 20 µM. P08631;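 active = Hck-Nef kinase inhibition above about 50%, limit read from the data; inactive = inhibition below that limit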;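 note: 0% = DMSO with Hck plus Nef and 100% = Hck alone without Nef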
TNF necrop inh: TNF-alpha cell death inhibition in Jurkat FADD-/- cells. Jurkat FADD-/- TNF necroptosis rescue, ATP luminescence, 24 h; 0 = TNF only, 100 = no-TNF cells. activation (protection from cell death), % at 10 µM. 220,000 compounds, 0.068% hits. AID 463075;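 active = activation, meaning protection from cell death, of at least 50% relative to plate controls; inactive = activation below 50%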;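 note: necroptosis triggered by 40 ng/mL TNF-alpha added together with compound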
RBBP9 inh: blocks human serine hydrolase RBBP9; recombinant RBBP9, FP-Rh probe fluorescence polarization; inhibition, % at 7.94 µM; 220,000 compounds, 0.2% hits; AID 1515; O75884;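 active = inhibition above the campaign mean of all tested compounds plus 3 SD, cut at about 14% in these data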;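 note: plate controls were DMSO wells with RBBP9 for no effect and wells lacking RBBP9 protein for full effect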
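System: RBBP9 protein / Buffer or medium: Tris/NaCl buffer pH 8.0 with 0.1% Pluronic / Probe or stimulus: Serine-hydrolase probe FP-Rh, 375 nM pre-mixing / Dosing: 7.94 µM single dose, 0.794% DMSO / Times: enzyme-compound preincubation 30 min, then probe labeling 45 min, 25 °C / Technique: fluorescence polarization (mP), excitation 525 nm, emission 598 nm / Replication: singlicate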
Runt-CBFb FRET: inhibitors of human RUNX1 Runt domain binding to CBFb. AID 1496. 220,000 compounds, 0.46% hits. inhibition, % at 20 µM. Q01196+Q13951. Cerulean-Runt/Venus-CBFb FRET ratio 530/480, 1 h;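 active = inhibition over about 50% at 20 µM in the single-dose screen, limit read from the data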;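 note: 0% = DMSO wells and 100% = excess unlabeled CBFb competitor control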
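Assay system: Cerulean-Runt domain / Medium: Tris 50 mM pH 7.5, KCl, K2SO4, 0.01% BSA / Timing: protein complex preformed 1 h, compound exposure 1 h, room temperature, dark / Measured by: FRET, excitation 422 nm, emission at 530 and 480 nm / Evaluation: loss of energy transfer signal / Control set: 5 µM unlabeled CBFb as full-inhibition high control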
PGE2 EP2 inh: EP2 receptor (human) inhibition; inhibition, % at 25 µM; P43116; 260,000 compounds, 0.52% hits; C6 glioma cells expressing human EP2, cAMP TR-FRET; cells stimulated with saturating PGE2; AID 1422;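 active = percent inhibition above 40 after rounding to a whole number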;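 note: rat C6 glioma host cells with rolipram phosphodiesterase inhibitor present; the protocol text gives 20 µM as final concentration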
PERK inh: blocks human PERK kinase; Q9NZJ5; CHO PERK-DD fusion, SEAP luminescence translation reporter; inhibition, % at 5.6 µM; 220,000 compounds, 0.17% hits;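 active = inhibition above the mean inhibition of all tested compounds plus 3 SD, set separately per screening campaign, cut at about 2.9% in these data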;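 note: PERK kinase domain activated by AP20187 dimerizer at 100 nM; 0% = DMSO with dimerizer and 100% = rapamycin at 8.4 µM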
Target sequence (Q9NZJ5 whole entry, looked up, the tested form may be a part): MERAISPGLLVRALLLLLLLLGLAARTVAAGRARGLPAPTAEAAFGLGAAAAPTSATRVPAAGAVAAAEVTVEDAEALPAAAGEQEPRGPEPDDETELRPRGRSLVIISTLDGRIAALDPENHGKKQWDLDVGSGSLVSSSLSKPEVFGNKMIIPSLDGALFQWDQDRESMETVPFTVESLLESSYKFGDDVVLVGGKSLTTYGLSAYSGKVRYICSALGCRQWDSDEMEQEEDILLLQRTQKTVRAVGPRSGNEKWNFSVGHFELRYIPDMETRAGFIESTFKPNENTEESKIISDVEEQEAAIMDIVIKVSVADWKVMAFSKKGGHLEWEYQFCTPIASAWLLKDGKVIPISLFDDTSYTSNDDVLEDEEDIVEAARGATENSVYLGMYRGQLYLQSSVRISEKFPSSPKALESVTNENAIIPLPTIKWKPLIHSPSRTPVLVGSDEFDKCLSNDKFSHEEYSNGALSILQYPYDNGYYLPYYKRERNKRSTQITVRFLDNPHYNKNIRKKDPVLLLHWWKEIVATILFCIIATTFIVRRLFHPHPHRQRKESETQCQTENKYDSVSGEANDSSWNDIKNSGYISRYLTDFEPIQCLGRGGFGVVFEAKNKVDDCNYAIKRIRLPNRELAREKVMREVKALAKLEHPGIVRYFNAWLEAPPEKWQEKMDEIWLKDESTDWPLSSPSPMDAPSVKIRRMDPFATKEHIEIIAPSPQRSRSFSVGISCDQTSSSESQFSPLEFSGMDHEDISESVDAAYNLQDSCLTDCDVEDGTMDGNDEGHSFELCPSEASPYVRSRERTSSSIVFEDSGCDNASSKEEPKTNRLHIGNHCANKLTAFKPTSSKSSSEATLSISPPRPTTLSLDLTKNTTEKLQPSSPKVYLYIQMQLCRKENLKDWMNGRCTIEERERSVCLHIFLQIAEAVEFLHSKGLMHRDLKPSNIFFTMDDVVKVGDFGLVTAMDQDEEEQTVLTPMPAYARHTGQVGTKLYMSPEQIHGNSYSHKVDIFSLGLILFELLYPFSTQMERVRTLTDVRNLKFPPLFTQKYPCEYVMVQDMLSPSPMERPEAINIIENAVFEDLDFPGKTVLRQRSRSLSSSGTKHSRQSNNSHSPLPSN
EP2 mod: modulators of human EP2 prostaglandin E2 receptor. EP2-expressing cells, cAMP HTRF FRET, PGE2 co-stimulation. 260,000 compounds, 0.83% hits. induction, % at 25 µM. P43116;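 active = compounds whose cAMP rise, as percent of the full-agonist control response, exceeds 60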;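 note: rat C6 glioma line stably carrying human EP2 under a CMV promoter; the protocol text gives 20 µM as final concentration; 100% = response of wells given 1 µM PGE2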
Runt-SMMHC FRET: blocks binding of human RUNX1 Runt domain to CBFb-SMMHC; AID 1434; inhibition, % at 20 µM; Cerulean-Runt/Venus-CBFb-SMMHC FRET ratio 530/480, 1 h; Q01196+Q13951; 220,000 compounds, 0.74% hits;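 active = mean inhibition across duplicate retests at 20 µM reaching about 50%, limit read from the data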;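 note: 0% = DMSO wells and 100% = wells with excess untagged CBFb-SMMHC; inhibitors lower the FRET ratio by blocking Runt binding to CBFb-SMMHC; some results filed as inactive read as strong as hits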
An asterisk follows results filed as active; x = no result given; & = joins results of further samples. These rows are one share of the data (hit frequency here may not be typical).

SMILES	zVAD death inh	Hck Nef HTS	TNF necrop inh	RBBP9 inh	Runt-CBFb FRET	PGE2 EP2 inh	PERK inh	EP2 mod	Runt-SMMHC FRET
CCCCN1CCCCC1C(=O)Nc1c(C)cc(C)cc1C (stereo unspecified)	-0.6	-0.4	-0.8	-21.1	-0.2	2.5	-0.2	19.2	-2.9
O=C(NCc1cccnc1)c1cccc(F)c1	1.9	0.0	0.8	-5.3	0.4	18.8	0.3	1.3	-1.0
O=C(CSc1n[nH]c(-c2cccs2)n1)NCc1ccc2c(c1)OCO2	1.1	-2.4	0.7	0.9	0.5	3.5	1.8	-32.5	-1.0
COc1cc([N+](=O)[O-])cc(/C=N/NC(=O)CC#N)c1O	0.2	18.4	1.4	-2.2	-9.8	4.9	-0.1	1.6	-9.9
COc1ccc(OCCSc2nnc3c(Cl)cc(Cl)cn23)cc1	0.3	3.7	1.5	0.7	3.8	11.2	-0.2	13.8	3.5
CC(=O)Nc1cc(NC(=O)CCCC(=O)O)ccc1Cl	1.1	1.9	0.5	-1.1	-3.8	3.7	1.1	-5.2	-3.6
NCCc1c(-c2ccccc2)n(-c2ccccc2)c2ccccc12	-2.9	6.8	-11.9	-3.6	0.2	2.7	0.6	71.8*	1.1
CCc1ccc(C2N(c3ccc(OC)cc3)C(=O)C3CCCN32)cc1 (stereo unspecified)	1.9	0.7	0.7	-4.5	2.4	9.7	0.4	11.6	-6.7
CCOC(=O)CN1CC23C=CC(O2)C(C(=O)NC2CCCC2)C3C1=O (stereo unspecified)	0.1	-5.2	1.6	-7.6	0.0	7.2	2.3	22.4	-6.8
c1ccc2c(c1)nc1sccn12	4.5	2.4	-0.7	-2.0	2.9	8.2	0.8	-5.4	-3.0
COc1ccc(CNC(=O)c2sc3nc4c(c(C(F)(F)F)c3c2N)CCC4)cc1	3.0	-1.4	2.1	-2.7	-26.9	6.5	0.6	-5.1	-82.3
Cc1ccc(C)n1NC(=O)c1ccc(O)cc1	0.8	1.0	-0.3	-6.5	2.3	5.5	-0.3	-3.2	-5.1
CC(C)CC(=O)Nc1ccc2nn(-c3ccccc3)nc2c1	2.0	8.2	5.9	-8.5	-3.3	23.6	-0.1	-65.2	1.1
CS(=O)(=O)N1CCN(c2ccc(NC(=S)NC(=O)c3ccc4c(c3)OCO4)cc2)CC1	-0.1	-0.1	-2.4	4.2	-0.9	3.2	0.1	-55.3	3.8
COCCCNC(=O)Cn1ncc2ccsc2c1=O	0.1	1.0	0.8	-4.3	0.9	x	1.5	10.1	-3.9
N#C/C(=C\c1ccc(-c2ccccc2[N+](=O)[O-])o1)C(=O)Nc1nc(-c2cccs2)cs1	2.1	23.2	0.2	7.7	-1.7	20.7	0.5	-10.9	-6.3
CN(Cc1ccccc1)C(=O)COC(=O)C1CCN(S(=O)(=O)c2cccs2)CC1	3.8	21.3	0.8	0.0	-0.7	3.7	1.6	19.0	0.1
CCOCCCN1CN(Cc2ccccc2)CNC1=S	0.2	4.1	-0.4	-9.9	2.7	8.8	0.5	-0.5	1.8
Cc1nc(S(=O)(=O)c2ccc(Cl)cc2)nc2c1CCC2	0.0	-0.4	-1.7	-4.3	x	x	-0.1	27.0	-3.1
O=C(Nc1ccccc1)OCCN1CCN(Cc2ccccc2)CCC1=O	0.7	-8.2	1.6	-15.5	0.2	3.2	-0.4	7.5	1.9
COc1ccc(C2C3=C(CCCC3=O)NC3=C2C(=O)c2ccccc23)cc1 (stereo unspecified)	-0.9	8.5	-1.4	1.5	2.4	11.7	-1.3	-15.3	0.2
O=C1c2cccnc2C(=O)N1Cc1ccco1	-0.8	-7.9	-1.7	-1.9	-1.7	5.5	0.9	35.0	-5.9
CC/C(O)=C1\C(=O)CC(c2ccccc2)CC1=NCCc1c(C)[nH]c2ccc(C)cc12 (stereo unspecified)	x	-0.2	2.3	-2.8	-2.2	13.6	0.4	-37.8	1.0
CCOc1ccc(S(=O)(=O)N2CCN(c3ccc(OC)cc3)CC2)c2cccnc12	0.8	-0.3	1.1	-5.4	0.8	11.1	-1.1	-50.5	-1.3

A second format for two compounds above.
O=C1c2cccnc2C(=O)N1Cc1ccco1
  zVAD death inh: -0.8 | Hck Nef HTS: -7.9 | TNF necrop inh: -1.7 | RBBP9 inh: -1.9 | Runt-CBFb FRET: -1.7 | PGE2 EP2 inh: 5.5 | PERK inh: 0.9 | EP2 mod: 35.0 | Runt-SMMHC FRET: -5.9
CC/C(O)=C1\C(=O)CC(c2ccccc2)CC1=NCCc1c(C)[nH]c2ccc(C)cc12 (stereo unspecified)
  zVAD death inh: x | Hck Nef HTS: -0.2 | TNF necrop inh: 2.3 | RBBP9 inh: -2.8 | Runt-CBFb FRET: -2.2 | PGE2 EP2 inh: 13.6 | PERK inh: 0.4 | EP2 mod: -37.8 | Runt-SMMHC FRET: 1.0

Next section.
SMILES	zVAD death inh	Hck Nef HTS	TNF necrop inh	RBBP9 inh	Runt-CBFb FRET	PGE2 EP2 inh	PERK inh	EP2 mod	Runt-SMMHC FRET
C=C(C)Cc1c(C)nc(-c2ccccc2)[nH]c1=O	0.2	0.1	-0.8	-3.9	2.4	6.3	1.3	13.8	1.6
CC(=O)C1CCN(Cc2ccccc2)CC1	0.4	0.3	0.5	-2.0	-2.3	16.0	-0.5	13.2	-2.6
Cc1nn(Cc2ccccc2)c(=O)n1N(C)c1ncc(C(F)(F)F)cc1Cl	-0.1	-5.2	-0.5	-2.2	-2.0	20.4	-0.6	15.7	2.9
COc1ccc(C2CC(c3ccccc3)Nc3nc(N)nn32)cc1 (stereo unspecified)	-0.3	-0.2	-0.8	-1.0	0.4	4.8	0.3	29.2	3.2
O=C1CSC(c2ccccc2[N+](=O)[O-])N1c1cccc(F)c1 (stereo unspecified)	-0.3	8.8	0.2	-1.5	2.4	2.5	0.1	20.7	0.1
O=C(CCc1nnc(CCCc2ccccc2)o1)NCCc1ccccc1	0.4	17.7	-0.1	-5.0	-2.6	5.5	0.7	-23.1	-0.3
CC(=O)c1c(N2CCCCC2)nc(=S)n(-c2ccccc2)c1C	0.0	2.6	-1.8	-7.3	0.6	17.5	0.6	38.5	4.6
O=C(c1ccco1)N1CCN(c2nc(C3CC3)nc3c2nnn3Cc2ccccc2Cl)CC1	-1.0	6.5	-4.4	-2.4	-13.8	3.9&16.4	-1.0	48.5&41.9	-4.1
CCn1ncc(C2=NOC(C(=O)Nc3ccc(C)cc3)C2)c1C (stereo unspecified)	-0.2	-0.1	-1.6	-5.9	1.0	4.5	-0.7	-12.6	0.2
CN(C)NC1CC(=O)N(c2ccccc2)C1=O (stereo unspecified)	1.9	19.9	0.9	-9.3	0.0	10.2	1.4	27.0	-5.4
Cc1cc(C(C)(C)C)oc1C(=O)N(CC(=O)NC1CCCC1)Cc1ccc(Cl)cc1	-0.1	-0.2	3.2	-4.9	-5.2	4.8	0.7	37.0	-2.1
O=C(N/C(=C/c1cccs1)c1nc2ccccc2[nH]1)c1ccccc1	31.0	1.1	-4.9	-3.6	0.5	8.1	0.8	1.6	3.5
O=C(NCc1ccccn1)c1cc2c(ccc3ccccc32)oc1=O	0.3	-11.7	0.4	-3.7	104.1*	2.0	0.4	-9.6	x
CC(=O)Nc1nc2ccccc2n1Cc1ccc(C)cc1	-1.4	8.6	0.6	-4.3	0.1	2.7	-0.8	7.1	1.3
C=CCOc1ccccc1CNc1ccc2c(c1)OCCO2	2.8	26.5	-1.3	6.4	-7.0	19.6	0.9	4.1	-14.4
O=c1nc(N/N=C/c2ccccn2)cn[nH]1	64.3	21.0	-11.4	-5.5	1.7	3.0	0.7	33.1	1.2
COCC(=O)NNC(=O)Cc1ccc(Cl)cc1	3.0	18.1	0.7	-0.1	-0.8	13.1	0.6	13.2	8.6
Cc1cc(Nc2ccc3ccccc3c2)n2ncnc2n1	-0.3	-2.7	-5.5	-4.9	-2.7	2.5	-0.4	6.8	4.8
O=C(CCNS(=O)(=O)c1cccs1)NCc1ccco1	1.0	-3.4	-0.1	-3.5	1.4	7.2	0.4	25.2	-0.1
CC(NC(=O)C(=O)NCCCn1ccnc1)c1ccccc1 (stereo unspecified)	28.9	18.8	0.5	0.1	-0.1	10.7	0.7	25.2	0.6
CN1CCN(S(=O)(=O)Cc2ccc(Cl)cc2)CC1	-0.8	-1.1	3.0	0.2	0.9	9.0	-1.0	8.6	0.8
O=C(CN1CCOCC1)NCCC12CC3CC(CC(C3)C1)C2	-0.3	4.8	-0.3	3.8	2.2	5.2	0.6	-12.8	-0.2
CC1Cc2nc(SCC(N)=O)n(C)c(=O)c2S1 (stereo unspecified)	1.2	-7.6	0.4	-0.4	-1.5	13.7	0.2	11.9	0.4
CCCCC(=O)Nc1cccc(NC(=S)NC(=O)COc2ccccc2Cl)c1	0.9	3.3	0.5	-1.6	-0.4	5.6	0.8	-57.0	-6.7

Random excerpt: two compounds from above
SMILES	zVAD death inh	Hck Nef HTS	TNF necrop inh	RBBP9 inh	Runt-CBFb FRET	PGE2 EP2 inh	PERK inh	EP2 mod	Runt-SMMHC FRET
O=c1nc(N/N=C/c2ccccn2)cn[nH]1	64.3	21.0	-11.4	-5.5	1.7	3.0	0.7	33.1	1.2
C=CCOc1ccccc1CNc1ccc2c(c1)OCCO2	2.8	26.5	-1.3	6.4	-7.0	19.6	0.9	4.1	-14.4

The listing continues.
SMILES	zVAD death inh	Hck Nef HTS	TNF necrop inh	RBBP9 inh	Runt-CBFb FRET	PGE2 EP2 inh	PERK inh	EP2 mod	Runt-SMMHC FRET
Cc1cc(NC(=O)CCCn2nc(C)c([N+](=O)[O-])c2C)no1	2.1	6.4	1.8	-10.0	1.6	7.5	-0.2	9.3	-5.3
O=C(O)C1CSC2(c3ccc4c(c3)OCCO4)CCC(=O)N12 (stereo unspecified)	1.8	2.0	0.3	5.2	0.2	11.8	2.3	32.2	2.9
CCOC(=O)C[n+]1c(C)sc2ccc(OC)cc21	0.0	-2.3	-4.9	-17.9	32.7	8.0&8.1	0.4	5.6&-4.8	75.6
N#C/C(=C\c1ccccc1)c1ccccn1	2.3	-5.1	0.3	-4.9	0.2	4.6	-0.3	1.5	0.5
CC(=O)OCC(OC(C)=O)C(OC(C)=O)C(OC(C)=O)C(=O)Nc1ccc(C)cc1 (stereo unspecified)	-0.2	-0.1	-2.5	-6.5	-1.2	4.1	0.0	5.4	-0.2
CCOc1ccc(OCC)c(NC(=O)CSc2nc3ccccc3c(=O)n2C)c1	-0.2	0.3	-4.4	-1.3	-7.8	9.8	-0.2	27.2	-1.9
